TDP-43 yeast inh – qHTS of TDP-43 Inhibitors; TDP-43 expressing yeast growth rescue, BacTiter-Glo, 24 h; actives 1.8% (n = 410,000); Potency, µM (top dose mostly 46.1 µM), for the others: top-dose growth rescue (activation), actives largely listed as activators; also: potency is read from the fitted curve at half-maximal effect; % of control where 0% means no effect; nearly all actives have a fitted effect of over 50% in size
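Cell-based yeast growth screen: TDP-43 expression induced in galactose, inoculum OD600=0.02 after raffinose pregrowth to mid-log. Read-out BacTiter-Glo luminescence at 24 hr, 30 deg C; inhibition of toxicity seen as signal increase.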
MmCpn inh – Inhibitors of TCP-1 ring complex (TRiC) of Methanococcus maripaludis (MmCpn): qHTS; purified Mm-Cpn ATPase, ADP Transcreener TR-FRET; Potency, µM (top dose mostly 76.9 µM), inactives show at the highest dose activity, negative = inhibition, most hits filed as inhibitors; actives 0.031% (n = 330,000); also: potency is read from the fitted curve at half-maximal effect; % is scaled to controls: 0 for no effect and ±100 for the full control effect; nearly all actives have a fitted effect of over 80% in size
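Eu-cryptate anti-ADP/ADP-d2 competition gives a ratio inversely related to ADP. Enzyme at 25 nM was pre-exposed to compound for 10 min, then given 10 uM ATP for 30 min, 37°C throughout.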
aSyn yeast inh – qHTS of alpha-syn Inhibitors; Yeast expressing alpha-synuclein, growth rescue, BacTiter-Glo, 24 h; Potency, µM (top dose mostly 46.1 µM), without a hit: at the top dose growth rescue (activation), actives largely listed as activators; actives 0.14% (n = 370,000); also: potency is read from the fitted curve at half-maximal effect; % of control where 0% means no effect; nearly all actives have a fitted effect of over 65% in size
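Galactose-induced alpha-syn yeast (OD600=0.02, raffinose-pregrown) + pinned cpd, 24 hr, 30 deg C; growth by BacTiter-Glo luminescence. Growth restoration scores as activation.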
Abeta rescue – qHTS for compounds that reverse cellular toxicity of Amyloid beta (A-beta) peptide in yeast: Primary Screen; AID 1347071, 2019; Potency, µM (highest dose often 46.1 µM), for inactives: at the highest dose growth rescue, most hits filed as activators; yeast expressing A-beta42, growth rescue, OD600, 48 h; response scale: 0% DMSO, 100% iron-clioquinol control; actives 0.063% (n = 410,000); also: potency is read from the fitted curve at half-maximal effect; nearly all actives have a fitted effect of over 55% in size
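Yeast growth medium received pinned compounds, then yeast cells expressing toxic A-beta were added; plates incubated at 30 C for 48 hr. Growth read as absorbance at 600 nm, normalized to DMSO and equimolar FeCl3 plus clioquinol controls.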
pAkt inh – HTS Assay for Inhibitors of Akt Phophorylation: Primary Screen | Neuro2A IGF-stimulated pAkt S473 HTRF, 20 min; hits give low values | activity change, % for hits at 50 µM | actives 0.32% (n = 360,000) | AID 651550, 2012; in the data active = activity change below about -80%; inconclusive = mostly about -51% to -80%; also: % is scaled to controls: 0 for no effect and ±100 for the full control effect
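Neuro2A cells in DMEM with 0.5% FBS, overnight at 37 deg C, given compound at single 50 µM final, then IGF (6 nM final) for 20 min at 37 deg C. Lysed; phospho-Akt Ser473 by HTRF after 24 h, 665/615 ratio.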
GLP1R cytotox – qHTS of GLP-1 Receptor Inverse Agonists: Cytotox Screen | actives 0.13% (n = 410,000) | Potency, µM (top dose mostly 38.3 µM), inactives show at the highest dose activity change, negative = inhibition, hits mostly inhibitors | HEK293 cAMP-luciferase reporter cells, luminescence, 24 h;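 also: loss of luciferase light is scored as toxicity; potency is read from the fitted curve at half-maximal effect; % is scaled to controls: 0 for no effect and ±100 for the full control effect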
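Compound-treated cells are incubated 24 hr at 37 deg C under 5% CO2 after a 12 hour attachment period, then luciferase detection reagent is added and luminescence is measured following 12 min at room temperature; lowered signal indicates toxicity.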
GLP-1R inv ag – qHTS of GLP-1 Receptor Inverse Agonists (Inhibition Mode). Glucagon-like peptide 1 receptor (Homo sapiens), P43220. HEK293 GLP-1R CRE-luciferase, luminescence, 24 h; GLP-1R form is constitutively active. Potency, µM (top dose mostly 38.3 µM), for inactives: top-dose activity change, negative = inhibition, hits mostly inhibitors. actives 1.6% (n = 410,000). AID 624417, 2012; also: potency is read from the fitted curve at half-maximal effect; % is scaled to controls: 0 for no effect and ±100 for the full control effect; nearly all actives have a fitted effect of over 55% in size
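Cells are plated, allowed 12 hours at 37 deg C, then treated with compounds for 24 hr before luciferase detection reagent is added and luminescence is read after 12 min at room temperature. The HEK293 line carries constitutively active GLP-1R with a cAMP-responsive reporter.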
FUS suppressor – qHTS for Suppressors of FUS Proteinopathy: Primary screen using FUS-linked yeast assay. actives 0.24% (n = 390,000). S. cerevisiae FUS-expressing, growth rescue, OD600, 24 h. Potency, µM (doses to about 76.6 µM), inactives show at the top dose growth rescue (activation), usual class: activators. AID 1347120, 2019;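 also: potency is read from the fitted curve at half-maximal effect; plate controls were DMSO vehicle for no effect and reference control for full effect; nearly all actives have a fitted effect of over 55% in size; some results filed as inactive show a strong effect at the top dose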
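Toxicity suppression screen in FUS-yeast. Cells induced with 2% galactose, starting OD 0.005, treated 24hr at 30C with compounds at multiple final concentrations; growth by OD600.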
PTHR1 ag – qHTS for PTHR1 Agonists: Primary Screen; Parathyroid hormone/parathyroid hormone-related peptide receptor (Homo sapiens), Q03431; HEK293 GP2 PTHR1 cells, GloSensor cAMP luminescence, 1 h; Potency, µM (top dose mostly 115 µM), inactives show top-dose activation, hits mostly activators; actives 0.075% (n = 410,000); AID 743266, 2014; also: potency is read from the fitted curve at half-maximal effect; nearly all actives have a fitted effect of over 55% in size; some results filed as inactive show a strong effect at the top dose; inactives centre near -15; many of its hits are not listed in these tables
Target sequence (Q03431 whole entry, looked up): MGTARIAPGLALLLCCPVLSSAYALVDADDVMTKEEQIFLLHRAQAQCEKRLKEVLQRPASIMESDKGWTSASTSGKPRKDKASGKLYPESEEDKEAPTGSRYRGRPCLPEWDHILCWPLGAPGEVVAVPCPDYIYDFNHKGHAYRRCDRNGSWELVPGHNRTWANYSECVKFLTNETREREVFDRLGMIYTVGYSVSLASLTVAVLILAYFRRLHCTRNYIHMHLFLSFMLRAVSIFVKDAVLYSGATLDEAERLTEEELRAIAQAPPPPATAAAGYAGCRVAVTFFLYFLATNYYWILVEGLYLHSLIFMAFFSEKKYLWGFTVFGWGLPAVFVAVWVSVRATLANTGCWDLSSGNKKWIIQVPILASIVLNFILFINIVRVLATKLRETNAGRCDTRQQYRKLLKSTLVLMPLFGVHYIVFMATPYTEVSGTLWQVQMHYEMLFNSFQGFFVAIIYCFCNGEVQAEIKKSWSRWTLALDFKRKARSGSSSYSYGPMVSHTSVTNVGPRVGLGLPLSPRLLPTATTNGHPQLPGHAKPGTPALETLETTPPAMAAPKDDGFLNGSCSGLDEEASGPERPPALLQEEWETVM
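HEK-293-derived GP2 cells expressing PTHR1 and a GloSensor cAMP reporter, 3,000/well, plated overnight, given luciferin plus IBMX (each 0.5 mM as added) for 1 h at 37 °C, then compound for 1 h at 37 °C. Luminescence was read after 15 min at room temperature.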
An asterisk follows results filed as active; i = inactive; ? = inconclusive; · = not tested or not shown; & = joins results of further samples; [ ] = remark or other dose. Unless noted, calls follow the shape of the dose curve; as a rule, active = well fitted curve in the direction sought with a large enough effect; inconclusive = small, poorly fitted or top-dose-only effect, or another doubt; inactive = no such curve, though single readings can be large; an effect the other way counts as inactive or inconclusive. Some of the compounds tested. The share of hits here may be higher or lower than overall.

(1) O=C(NNC(=S)Nc1ccc(F)c(Cl)c1)C1CC1
(2) COc1ccc(C(=O)NC2CCCCC2)cc1OC1CCN(C(C)C)CC1
(3) Cc1ccc(-n2cc(CN3CCNC(=O)CC3)c(-c3cccc(C)c3)n2)cc1
(4) COc1cccc(/C=N/NC(=O)C(C)n2nnc3ccccc32)c1 (stereo unspecified)
(5) COC(=O)[C@H](CC(C)C)NCc1cccc(CN[C@@H](CC(C)C)C(=O)OC)c1
(6) CCCCCOc1ccc(Br)cc1/C(C)=N/NC1=NCCN1
(7) O=C(OCc1ccc([N+](=O)[O-])cc1)c1cc(=O)c2ccccc2o1
(8) Clc1ccccc1-c1ccc2ncnc(NCc3ccc4c(c3)OCO4)c2c1

screen / no.	1	2	3	4	5	6	7	8
TDP-43 yeast inh	25%	24%	5%	19%	-9%	-9%	-18%	·
MmCpn inh	0%	0%	-1%	-1%	0%	0%	2%	-20%&-2%
aSyn yeast inh	0%	2%	1%	2%	3%	-7%	-1%	·
Abeta rescue	15%	2%	6%	11%	-12%	-20%	-11%	-27%
pAkt inh	i	i	i	i	i	i	i	·
GLP1R cytotox	-1%	-7%	-1%	7%	-7%	?	0%	·
GLP-1R inv ag	3%	-1%	-25%	6%	?	2.2µM*	18%	·
FUS suppressor	-25%	·	7%	6%	-28%	-10%	24%	6%
PTHR1 ag	-25%	-29%	-6%	-18%	-21%	-6%[57.5 µM]	i	-36%[inhibitor]

(9) CC(=O)c1cccc(NC(=O)C2=CC(c3cccs3)=NS(=O)(=O)N2C)c1
(10) Clc1ccc(OCCCn2ccnc2)c(Br)c1
(11) Cc1ccc(NC(=O)c2cc(N3CCOCC3)nc3ccccc23)cc1
(12) Cc1ccc(S(=O)(=O)Nc2ccc3c(c2)C(=O)N([C@@H](C)CO)C[C@@H](C)[C@@H](CN(C)C(=O)NC2CCCCC2)OCCCC[C@H](C)O3)cc1
(13) CSCC[C@H](CO)NC(=O)[C@H]1O[C@@H](n2cnc3c(N)ncnc32)[C@H](O)[C@@H]1O
(14) COc1cccc(NC(=O)CCC(=O)N2Cc3ccccc3Oc3ncccc32)c1
(15) Cc1ccc(C)c(N(CC(=O)NC2CCCCC2)C(=O)CNC(=O)c2ccco2)c1
(16) CN(c1ccccc1)S(=O)(=O)c1cccc(NC(=O)Cn2cnc3c2c(=O)n(C)c(=O)n3C)c1

screen / no.	9	10	11	12	13	14	15	16
TDP-43 yeast inh	-11%	-2%	3%	-7%	15%	21%[9.22 µM]	-5%	17%
MmCpn inh	0%	0%	1%	·	·	·	-1%	0%
aSyn yeast inh	0%	0%	-1%	1%	-5%	·	-1%	-3%
Abeta rescue	4%	10%	-2%	-22%	-11%	-10%	1%	15%
pAkt inh	i	i	i	i	i	·	i	i
GLP1R cytotox	-15%	-15%	6%	3%	3%	0%	-7%	1%
GLP-1R inv ag	1%	1%	-9%	15%	32%[activator]	-17%	-2%	2%
FUS suppressor	3%	·	-13%	-6%	-7%	-3%	?	·
PTHR1 ag	-7%	-6%	-57%[inhibitor]	-6%	i	i	i	i

Complete entries as entered above. Order of values: TDP-43 yeast inh	MmCpn inh	aSyn yeast inh	Abeta rescue	pAkt inh	GLP1R cytotox	GLP-1R inv ag	FUS suppressor	PTHR1 ag
COc1cccc(NC(=O)CCC(=O)N2Cc3ccccc3Oc3ncccc32)c1 across the screens: 21%[9.22 µM]	·	·	-10%	·	0%	-17%	-3%	i
Cc1ccc(NC(=O)c2cc(N3CCOCC3)nc3ccccc23)cc1 across the screens: 3%	1%	-1%	-2%	i	6%	-9%	-13%	-57%[inhibitor]

The listing continues:
(17) O=C(NCC1CCCO1)C1CCN(C2CCN(CCCC3CCCC3)CC2)CC1 (stereo unspecified)
(18) CC1(C(=O)O)CCC(C(=O)Nc2ccc(S(N)(=O)=O)cc2)C1(C)C (stereo unspecified)
(19) CCOC(=O)CC1=C(C(=O)OCC)C(c2ccncc2)C(C#N)=C(N)O1 (stereo unspecified)
(20) O=C(NCCc1ccccn1)C(F)(F)C(F)(F)C(F)(F)C(F)(F)C(F)(F)C(F)F
(21) Cc1ccc(N2CC(C(=O)Nc3c(C)n(C)n(-c4ccccc4)c3=O)CC2=O)cc1 (stereo unspecified)
(22) CCN(C(=O)C(=O)c1c[nH]c2ccccc12)c1ccccc1

screen / no.	17	18	19	20	21	22
TDP-43 yeast inh	11%	-13%	4%	2%	-3%	6%
MmCpn inh	2%	1%	-5%	2%	1%	1%
aSyn yeast inh	7%	-1%	-5%	-3%	1%	-2%
Abeta rescue	-2%	3%	1%	-2%	-2%	1%
pAkt inh	i	i	-116%*	i	i	i
GLP1R cytotox	?	2%	-11%	-7%	1%	-3%
GLP-1R inv ag	?	2%	5%	-28%	-12%	-29%
FUS suppressor	-16%	-18%	16%	24%	-3%	-11%
PTHR1 ag	40%	i	i	-31%[inhibitor]	i	-70%[inhibitor]

Results in sequence from the list.
Compounds 13–22 in pAkt inh read i, ·, i, i, i, i, -116%*, i, i, i
Compounds 13–22 in TDP-43 yeast inh read 15%, 21%[9.22 µM], -5%, 17%, 11%, -13%, 4%, 2%, -3%, 6%

Copied from above, nos. 21 to 22
(21) Cc1ccc(N2CC(C(=O)Nc3c(C)n(C)n(-c4ccccc4)c3=O)CC2=O)cc1 (stereo unspecified)
(22) CCN(C(=O)C(=O)c1c[nH]c2ccccc12)c1ccccc1

screen / no.	21	22
TDP-43 yeast inh	-3%	6%
MmCpn inh	1%	1%
aSyn yeast inh	1%	-2%
Abeta rescue	-2%	1%
pAkt inh	i	i
GLP1R cytotox	1%	-3%
GLP-1R inv ag	-12%	-29%
FUS suppressor	-3%	-11%
PTHR1 ag	i	-70%[inhibitor]

Source: PubChem
